Assay outcomes (PubChem)
GluA2 TARP mod – modulates AMPAR-stargazin complexes; O88602+P19491; HEK293 GluA2+stargazin, membrane potential dye (FDSS), glutamate EC50; hits were called plate by plate, in both directions; calls only at 30 µM; 3.5% of 40,000 active;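 active = any of four per-well response measures lying three or more SD from its plate-wide compound average, in either direction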
GluA2 TARP mod agonism max-min – recorded beside GluA2 TARP mod, whose call it bears; compound max-min signal; compound-alone response (agonism);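 unitless range of fluorescence divided by baseline over first 100 seconds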
GluA2 TARP mod glutamate slope – second read-out of GluA2 TARP mod, no call of its own (marks repeat the call); glutamate slope, % of max; measured here: glutamate response slope, % max;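 scaled per plate between vehicle wells and maximal 1 mM glutamate control wells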
An asterisk follows results filed as active; i = inactive; + = active, no number. Not all compounds are listed (hit frequency here may not be typical).

SMILES	GluA2 TARP mod	GluA2 TARP mod agonism max-min	GluA2 TARP mod glutamate slope
O=C(CC1=NS(=O)(=O)c2ccccc2N1)Nc1ccc(Cl)cc1	i	0.12	55
COc1ccc(N2CCCS2(=O)=O)cc1NC(=O)NCc1ccccc1	i	0.098	58
CCCS(=O)(=O)N1CCCc2cc(NC(=O)Nc3cc(OC)cc(OC)c3)ccc21	i	0.14	53
CN1CCN(C2CC(=O)N(c3cccc4ccccc34)C2=O)CC1 (centres undefined)	i	0.051	61
CCOC(=O)c1c(SCC(=O)Nc2ccc(OC)c(OC)c2)nc(=O)[nH]c1C	i	0.058	56
Cn1c(=O)c2cc(C(=O)NCC(O)CO)sc2n(C)c1=O (centres undefined)	i	0.12	38
COC(=O)c1ccc2c(c1)C1CC(C)(O2)N(c2cccc(C)c2)C(=S)N1 (centres undefined)	i	0.047	70
CS(=O)(=O)N1CCCC1C(=O)Nc1c(C(N)=O)oc2ccccc12 (centres undefined)	i	0.13	56
Cn1nnc2c(N3CCN(C(=O)c4ccc(C(C)(C)C)cc4)CC3)ncnc21	i	0.018	42
Nc1c(C(=O)NCCc2ccccc2)nnn1-c1ccc(F)cc1	i	0.087	52
Cc1nccn1-c1cc(NCCNC(=O)Cc2ccccc2)ncn1	i	0.09	59
O=C(Cc1csc(NC(=O)C2CCC(=O)N2)n1)Nc1ccc2c(c1)OCCO2 (centres undefined)	i	0.054	49
O=S(=O)(c1cccc(F)c1)N1CCN(c2ccccc2F)CC1	i	0.079	67
C=CCN(CC=C)C(=O)Cn1c(C2CC(=O)N(c3ccc(CC)cc3)C2)nc2ccccc21 (centres undefined)	i	0.12	65
CC(=O)Cn1c(=O)c2c(nc3n(-c4ccccc4C)c(-c4ccccc4)cn23)n(C)c1=O	i	0.041	53
COC(=O)C1CCN(C(=O)CC2CSc3nc4c(c(=O)n32)CCCC4)CC1 (centres undefined)	i	0.062	48
O=C(Nc1ccc2ncsc2c1)c1ccc(Br)s1	i	0.072	61
COc1ccc(-c2nnc(NC(=O)c3cccc(S(=O)(=O)C(C)C)c3)o2)c(OC)c1	+	0.14*	68*
Cc1ccc(C)c(N2CCN(C(=O)c3ccc(NC(=O)Cn4c(C)cc(C)c(C#N)c4=O)cc3)CC2)c1	i	0.061	71
CCOc1ccc(S(=O)(=O)NCC(O)(c2ccco2)C2CC2)cc1F (centres undefined)	i	0.13	65
O=C(c1ccc(N2CCCS2(=O)=O)cc1)N1CCN(Cc2ccccc2)CC1	i	0.043	51
O=C(Nc1cccc(N2CCCCC2=O)c1)c1cccc([N+](=O)[O-])c1	i	0.11	47
COCCCn1c(C(=O)Nc2cccnc2)cc2c(=O)n(C)c(=O)n(C)c21	+	0.31*	45*
Cc1ccc2nc3c(cc(C(=O)NC4CCCCC4)n3C)c(=O)n2c1	i	0.13	63
CCN1C(=O)CCc2cc(NC(=O)c3ccc(OC(C)C)cc3)ccc21	i	0.075	67
O=C(c1cc2cccnc2n(Cc2ccc(F)cc2)c1=O)N1CCN(c2ccccc2Cl)CC1	i	0.05	76
Cn1c(C(F)(F)F)nn(CCNC(=O)Cc2cn(C)c3ccccc23)c1=O	i	0.12	56
Cc1cc(C(=O)NCC(c2cn(C)c3ccccc23)N(C)C)c(C)o1 (centres undefined)	i	0.093	45
CCS(=O)(=O)N1CCCc2cc(NC(=O)NCc3ccccc3)ccc21	i	0.14	58
Cc1ccccc1-c1ccc(N2CCC(C(=O)NCc3cccnc3)CC2)nn1	i	0.12	51
O=C(NC(=S)Nc1ccc(S(=O)(=O)N2CCOCC2)cc1)c1cccc(Cl)c1	i	0.081	59
CC(=O)c1sc(=Nc2ccccc2Cl)n(CCCN2CCOCC2)c1C	+	0.15*	53*
COc1cccc(C(CNC(=O)C2CCCCC2)N2CCOCC2)c1 (centres undefined)	+	0.056*	50*
CCOc1ccc(Cc2nnc(Nc3ccc(OC)c(OC)c3)[nH]c2=O)cc1	i	0.081	51
Cc1ccc(-c2ccc(N3CCN(C(=O)C(F)(F)F)CC3)nn2)cc1C	i	0.02	27
O=C(NCC1CCN(c2ccccn2)CC1)C(=O)NC1CC1	i	0.1	53
CC(=O)Nc1ccc(NC(=O)c2nnn(-c3ccccc3)c2C(C)C)cc1	i	0.11	56
CC(=O)c1ccc(S(=O)(=O)N2CCN(c3ccc(-c4ccco4)nn3)CC2)cc1	i	0.068	30
NC(=O)c1oc2ccccc2c1NC(=O)C(=O)NCCCc1ccccc1	i	0.085	61
O=C(CCCNS(=O)(=O)c1ccc(Cl)cc1)NCc1ccco1	i	0.1	64
COc1ccc(Br)cc1S(=O)(=O)NCCCn1ccnc1	i	0.096	62
Cc1ccc(CNC(=O)CSc2nc(=O)n(CCO)c3c2CCCC3)cc1	i	0.038	59
COC(=O)C12CC3CC(CC(NC(=O)Cn4ccc5ccccc54)(C3)C1)C2	i	0.14	63
Cc1cccc(OCC(=O)Nc2ccc(CC(=O)N(C)C)cc2)c1	i	0.051	42
O=C(Nc1nnc(-c2ccc(Br)o2)o1)C12CC3CC(CC(C3)C1)C2	i	0.033	42
Cc1ccc(N2CCCn3c2nc2c3c(=O)n(CC(=O)O)c(=O)n2C)cc1C	i	0.1	62
O=C(c1cccs1)N1CCc2ccc(NS(=O)(=O)c3cccs3)cc21	i	0.071	55
COc1ccc(CC(=O)Nc2ccc(C)c(N3CCCCC3=O)c2)cc1	i	0.091	49
O=C(CCCS(=O)(=O)c1ccccc1)Nc1nc2ccc(Br)cc2s1	i	0.079	67
CCOC(=O)c1ccc(NC(=O)CCCS(=O)(=O)c2ccccc2)cc1	i	0.11	69
Following part
SMILES	GluA2 TARP mod	GluA2 TARP mod agonism max-min	GluA2 TARP mod glutamate slope
O=S(=O)(NCC1CCN(Cc2ccccc2)CC1)c1ccc(Cl)s1	i	0.076	63
CCc1cccc(C)c1NC(=O)Cn1ccn(Cc2ccc(Cl)cc2)c(=O)c1=O	i	0.035	50
COc1ccc(OC)c(COCC(O)CN2CCc3ccccc3C2)c1 (centres undefined)	i	0.072	47
CC(=O)Nc1ccc(S(=O)(=O)Nc2ccc3c(c2)N(C(=O)C2CCCO2)CC3)cc1 (centres undefined)	i	0.083	32
CS(=O)(=O)N1CCCCC1C(=O)Nc1nnc(-c2ccc3c(c2)OCCO3)o1 (centres undefined)	i	0.1	61
COc1cn(CC(=O)Nc2ccc3c(c2)OCCO3)c(CSc2nnc(C)s2)cc1=O	i	0.04	55
O=C(CCSc1ccccc1)N1CCC(Cn2cnc3ccccc32)CC1	i	0.079	49
Cc1ccc(CNC(=O)C(=O)Nc2c3c(nn2-c2ccc(C)cc2)CS(=O)(=O)C3)cc1	i	0.077	98
Cc1c(Cl)cccc1S(=O)(=O)NCC1CCN(C(=O)c2cc3ccccc3o2)CC1	i	0.085	40
Cc1ccc(S(=O)(=O)/C(C#N)=C/N2CCN(c3cccc(C(F)(F)F)c3)CC2)cc1C	i	0.12	49
O=C(CCCn1c(SCc2cccc([N+](=O)[O-])c2)nc2ccccc2c1=O)N1CCCC1	+	0.058*	85*
COc1ccccc1-c1ccc(N2CCN(C(=O)CCC3CCCCC3)CC2)nn1	i	0.046	47
COc1ccc(SCCC(=O)Nc2nc3cc(OC)c(OC)cc3s2)cc1	i	0.15	62
O=C(NC1CC(=O)N(c2ccc(F)cc2)C1)c1ccccc1C(F)(F)F (centres undefined)	i	0.04	58
COc1ccc(C)cc1NC(=O)Nc1c(C)nc2sccn2c1=O	i	0.096	64
O=C(COc1ccc(Cl)cc1Cl)NCC(O)c1ccsc1 (centres undefined)	i	0.14	57
COc1cc(C)ccc1S(=O)(=O)NC1CC(C)(C)NC(C)(C)C1	i	0.065	62
CCCNC(=O)c1nn(-c2ccc(F)cc2)cc1OCc1ccc(F)cc1	i	0.075	50
COc1ccccc1CCNC(=O)c1cc2c(=O)n(C)c(=O)n(C)c2s1	i	0.14	48
COc1ccc(-c2ccc(=O)n(CCCC(=O)Nc3cccc(C(C)=O)c3)n2)cc1OC	i	0.05	28
COc1ccc(NC(=O)N2CCN(c3ccc(Nc4cc(C)ccn4)nn3)CC2)cc1OC	i	0.058	30
CCCn1c(-c2cccc([N+](=O)[O-])c2)nc2c(c(=O)c3ccccc3n2C)c1=O	i	0.23	76
CCN1CCN(S(=O)(=O)c2ccccc2[N+](=O)[O-])CC1	i	0.1	69
O=C(CS(=O)(=O)Cc1ccccc1)Nc1nc2c(s1)COc1ccccc1-2	i	0.14	53
CC(C)CC(NS(=O)(=O)c1ccc(Cl)c(C(F)(F)F)c1)C(=O)O (centres undefined)	i	0.048	52
COc1cccc(OCC(=O)Nc2ccc(N3CCCC3=O)c(C)c2)c1	i	0.091	48
COc1cccc(C(=O)Nc2ccc3c(c2)N(C(=O)c2ccco2)CC3)c1OC	i	0.084	60
CCOc1ccc(-n2c(=S)sc3c(=O)n(C)c(SCC(=O)NCc4ccccc4)nc32)cc1	i	0.063	48
Cc1cc(=O)[nH]c(-n2nc(-c3ccco3)cc2NC(=O)c2cc(-c3ccco3)on2)n1	i	0.1	53
Cc1cccc(-n2c(C)c(C)n3c4c(=O)n(CC(N)=O)c(=O)n(C)c4nc23)c1C	i	0.097	52
Cn1nc(C2CCCN(C(=O)CCc3ccccc3)C2)n(-c2ccccc2)c1=O (centres undefined)	i	0.12	46
Cc1cccc(CC(=O)NCCN2CCN(S(C)(=O)=O)CC2)c1	i	0.13	63
C=CCc1ccc(OCCn2cnc3ccccc32)c(OC)c1	i	0.06	94
COC(=O)c1ccc(NC(=O)c2nnn(-c3ccccc3OC)c2C)cc1	i	0.13	57
CCOc1cc(C(=O)Nc2ccc3c(c2)N(C(=O)CC)CCC3)cc(OCC)c1OCC	i	0.095	48
Cc1c(NC(=O)c2sc3nc(-c4ccccc4)cn3c2C)c(=O)n(-c2ccccc2)n1C	i	0.071	59
CCC(=O)c1ccc(OC(=O)c2ccc(OC)c(Br)c2)cc1	i	0.042	53
COc1cc(C(=O)NCC2CCN(C(C)C)CC2)cc(OC)c1OC	i	0.065	55
CCOc1cn2c(cc1=O)C(=O)N(CCNC(=O)C(c1ccccc1)c1ccccc1)CC2	i	0.091	61
CCc1nnc2ccc(N3CCN(S(=O)(=O)c4ccc(C)cc4OC)CC3)nn12	i	0.1	44
O=C(Nc1cc(F)ccc1F)c1ccc(=O)n(Cc2cccc([N+](=O)[O-])c2)c1	i	0.045	55
CC(C)CCNC(=O)C(=O)Nc1ccc2c(c1)N(C(=O)C(C)C)CCC2	i	0.051	50
C#CCn1c(=NC(=O)c2cc(C)no2)sc2cc(S(C)(=O)=O)ccc21	i	0.12	50
CCCS(=O)(=O)N1CCc2ccc(NC(=O)c3cc(C)on3)cc2C1	i	0.077	67
Cc1cn2c3c(=O)n(CC(N)=O)c(=O)n(C)c3nc2n1-c1ccccc1Cl	i	0.072	53
CCOCCCNC(=O)c1c(N)n(CCc2ccccc2)c2nc3ccccc3nc12	i	0.17	54
CC(=O)N1CCN(c2ccnc3c2c(=O)n(CC(=O)Nc2cccc(C)c2C)c(=O)n3C)CC1	i	0.091	74
CCNC(=O)CSc1nc(-c2ccccc2)c(NC(=O)C(C)C)s1	i	0.055	53
CSCCC(C)(O)CNC(=O)C1COc2ccccc2O1 (centres undefined)	i	0.081	60
COc1ccc(-c2nnc3ccc(OCCNC(=O)C4CCCCC4)nn23)cc1OC	i	0.17	47
Other entries:
SMILES	GluA2 TARP mod	GluA2 TARP mod agonism max-min	GluA2 TARP mod glutamate slope
CCCS(=O)(=O)N1CCCc2cc(NC(=O)Nc3cccc(OC)c3OC)ccc21	i	0.15	52
CS(=O)(=O)N1CCCc2ccc(NC(=O)C(=O)NCc3ccco3)cc21	i	0.056	54
Cc1cc(C)cc(NC(=O)CN2CCC(C(=O)N3CCc4ccccc43)CC2)c1	i	0.046	56
CN1CCN(C(CNS(=O)(=O)c2cc(F)ccc2F)c2cccn2C)CC1 (centres undefined)	i	0.068	52
CCc1cc2cc(C(=O)Nc3ccc(F)cc3)sc2s1	i	0.096	56
COc1ccc(Cl)cc1C(=O)Nc1cc(C)nn1-c1nc(-c2cccs2)cs1	i	0.062	31
COC1CCN(C(=O)c2ccc(Cl)s2)CC1	i	0.1	47
CCOc1ccc(NC(=O)CSc2ccc(NC(=O)c3cccs3)nn2)cc1	i	0.089	51
